KLF5 inh: kruppel-like factor 5 inhibition; DLD-1 KLF5 promoter-luciferase reporter, luminescence; inhibition, % at 5 µM; 290,000 tested, 0.23% active;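 active = inhibition above a per-plate limit of that plate's mean compound inhibition plus 3 SD, cut at about 60% in these data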;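 also: 0% = DMSO wells and 100% = LY294002 at 200 µM; higher means less KLF5 promoter-driven luciferase light; inactives centre near -14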
aSyn UTR inh: MLPCN primary screen, SNCA 5' untranslated region. 300,000 tested, 0.82% active. inhibition, % (tested at 7.5 µM). alpha-synuclein 5'UTR reporter, inhibitor activity; in the data active = inhibition above about 60%;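 also: H4 neuroglioblastoma cells stably carrying SNCA 5'UTR luciferase fusion; 0% = DMSO wells and 100% = positive control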
IEC-6 tox: IEC-6 cytotoxicity, counter-screen for KLF5 inhibitors. inhibition, % at 5 µM. 290,000 tested, 0.78% active. luminescence viability; in the data active = inhibition above about 22%;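 also: 0% = plate median of test compound wells and 100% = cytotoxic reference compound wells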
TRPC4 agonist: TRPC4 (mouse) channel activation | 310,000 tested, 0.49% active | Q9QUQ5 | B-score at 10 µM | AID 2237 | HEK293 TRPC4beta/mu-opioid, Fluo4 calcium fluorescence; hits give high values;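 active = B-score above 5 SD of library B-scores, and initial fluorescence ratio not above library mean plus 5 SD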;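 also: positive B-score marks a calcium rise read as TRPC4 activation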
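Incubation: 45 min room-temperature Fluo4 loading, 110 s read / System: HEK293 cells stably co-expressing mouse TRPC4beta and mu-opioid receptor / Signal: Fluo4 fluorescence, kinetic / Control set: buffer (low) and maximal DAMGO (high) / Measure: integrated baseline-normalised fluorescence ratio, converted to per-well B score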
TRPC6 inh: blocks the mouse TRPC6 cation channel. HEK293-TRPC6, membrane potential dye, ACh-evoked depolarization; hits give low values. B-score at 10 µM. 310,000 tested, 1.1% active;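 active = B-score under library mean minus 3 SD, initial fluorescence not abnormally high, positive integrated signal ratio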;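 also: B-score derived from integrated fluorescence ratio over the kinetic read; more negative B-score means stronger inhibition of depolarization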
Target sequence (Q61143 whole entry, looked up): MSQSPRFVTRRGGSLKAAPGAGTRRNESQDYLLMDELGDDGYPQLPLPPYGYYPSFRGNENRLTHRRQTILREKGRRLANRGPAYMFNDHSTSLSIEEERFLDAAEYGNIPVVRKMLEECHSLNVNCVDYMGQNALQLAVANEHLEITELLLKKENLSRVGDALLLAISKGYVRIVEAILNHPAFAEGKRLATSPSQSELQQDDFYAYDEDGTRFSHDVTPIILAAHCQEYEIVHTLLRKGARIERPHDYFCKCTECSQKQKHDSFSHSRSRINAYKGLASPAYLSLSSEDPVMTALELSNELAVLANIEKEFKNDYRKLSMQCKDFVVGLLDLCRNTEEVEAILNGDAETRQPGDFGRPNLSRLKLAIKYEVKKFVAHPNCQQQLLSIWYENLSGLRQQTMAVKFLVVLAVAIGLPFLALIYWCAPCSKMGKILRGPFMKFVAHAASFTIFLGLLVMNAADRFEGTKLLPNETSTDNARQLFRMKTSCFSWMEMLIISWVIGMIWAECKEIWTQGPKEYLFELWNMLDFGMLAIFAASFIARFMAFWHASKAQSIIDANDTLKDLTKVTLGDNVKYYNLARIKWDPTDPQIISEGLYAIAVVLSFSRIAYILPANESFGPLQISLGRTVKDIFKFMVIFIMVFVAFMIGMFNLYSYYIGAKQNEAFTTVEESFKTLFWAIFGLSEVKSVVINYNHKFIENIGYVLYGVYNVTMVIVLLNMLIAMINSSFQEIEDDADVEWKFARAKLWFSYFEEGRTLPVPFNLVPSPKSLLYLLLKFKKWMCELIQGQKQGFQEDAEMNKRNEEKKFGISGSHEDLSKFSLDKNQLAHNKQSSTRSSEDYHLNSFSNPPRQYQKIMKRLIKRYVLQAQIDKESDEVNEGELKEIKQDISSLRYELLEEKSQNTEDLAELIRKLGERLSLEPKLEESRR
SKKanGAS inh: SKKanGAS growth inhibition; inhibition, % at 7.5 µM; S. pyogenes SKKanGAS, kanamycin growth, BacTiter-Glo, 6 h; 300,000 tested, 1.3% active;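 active = mean replicate score, as percent of positive control median, at least 50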;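 also: strain carries kanamycin resistance gene driven by streptokinase promoter and grows in 40 µg/ml kanamycin; loss of luminescence reflects streptokinase promoter inhibition or plain growth inhibition; 0% = median of DMSO wells and 100% = positive control at its reference dose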
TRPC6 activator: activators of mouse TRPC6 channel; Q61143; HEK293-TRPC6 membrane potential dye fluorescence; hits give high values; B-score at 10 µM; 310,000 tested, 0.13% active;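 active = B-score of the integrated fluorescence ratio above library mean plus 3 SD, and starting fluorescence ratio within library mean plus 5 SD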;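 also: higher score means more depolarization so channel activation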
MrgX1 antag: blocks BAM8-22 activation of human MrgX1 receptor | B-score at 10 µM | Q96LB2 | MRGX1-HEK293 calcium flux, Fluo-4, BAM8-22 antagonism; hits give low values | 310,000 tested, 1.3% active;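 active = calcium-response B-score plate-corrected more than 3 library SD below zero, starting fluorescence within 5 deviations, no agonist response on first addition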;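 also: peak minus trough fluorescence over baseline after final BAM8-22 challenge near maximal dose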
TRPC4 potent: allosteric potentiators of mouse TRPC4 channel | Q9QUQ5 | HEK293 TRPC4beta/mu-opioid, DAMGO EC20, Fluo-4 Ca2+ flux; hits give high values | B-score at 10 µM | 310,000 tested, 0.42% active | AID 2227;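 active = B-score of calcium response area above 5 SD of library B-scores, with initial fluorescence ratio within 5 SD of library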;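 also: B-score of integrated fluorescence ratio over time as area under calcium response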
HIF act: HIF pathway transcriptional activation; U2OS HRE-luciferase reporter, luminescence; normalized: DMSO 0%, desferrioxamine 100%; 300,000 tested, 0.32% active; AID 1910; activation, % at 7.5 µM (by protocol);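 active = mean activation of at least 10% of the iron chelator positive control signal, with at least half of replicates also reaching 10%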
TRPC4 block: TRPC4 (mouse) channel inhibition | Q9QUQ5 | HEK293 TRPC4beta/mu-opioid, DAMGO-evoked Fluo4 calcium flux; hits give low values | B-score at 10 µM | 300,000 tested, 0.39% active;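 active = B-score over 3 SD under the library average, no early fluorescence shift, positive overall ratio signal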
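Assay system – HEK293 line stably carrying TRPC4beta and mu-opioid receptor · Doses – single dose · Detection – Fluo4 calcium-dye fluorescence, kinetic read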
* = called active by the depositor; i = inactive; / = no result given.

1. CCOC(=O)c1nnsc1-c1ccc(-c2snnc2C(=O)OCC)cc1
2. COc1ccc(NC(=O)c2cc3c(CO)cnc(C)c3oc2=Nc2cc(OC)cc(OC)c2)cc1
3. O=C(c1cccs1)N(c1ccc(Br)cc1)C1C=CS(=O)(=O)C1 (stereo not drawn)
4. COc1cc(OC)c(N(C)C(=O)c2cn(C)c(=O)c3cc(OC)c(OC)cc23)cc1Cl
5. CC(C)n1cc(/C=C2/SC(=O)N(CC(=O)N3CCCC3)C2=O)c2ccccc21
6. COc1ccc(NC(=O)C2CCCCN2S(=O)(=O)c2ccc(F)cc2)cc1 (stereo not drawn)
7. COc1ccc(C2NC(=O)NC(C)=C2[N+](=O)[O-])cc1 (stereo not drawn)
8. COc1ccccc1CNS(=O)(=O)c1c(C(=O)N2CCCC2)c(C)n(C)c1C

screen / no.,1,2,3,4,5,6,7,8
KLF5 inh,-8,1,-26,2,13,9,-21,-46
aSyn UTR inh,2,2,11,-29,17,-37,-24,16
IEC-6 tox,-4,4,3,9,6,4,-6,-5
TRPC4 agonist,i,i,i,i,i,i,i,i
TRPC6 inh,i,i,i,i,i,i,i,i
SKKanGAS inh,8,-2,-2,-2,7,-3,-4,9
TRPC6 activator,i,i,i,i,i,i,i,i
MrgX1 antag,i,i,i,i,i,i,i,i
TRPC4 potent,i,i,i,i,i,i,i,i
HIF act,1.1,-21,0.4,-12,0.6,-0.2,0.0,0.2
TRPC4 block,i,i,i,i,i,i,i,i

9. O=C(COCC(=O)Nc1cccc(C(F)(F)F)c1)Nc1cccc(C(F)(F)F)c1
10. O=C1Nc2ccccc2C(O)(C(=O)NCc2ccco2)N1c1ccc(Cl)cc1 (stereo not drawn)
11. O=C(Cn1c(NCCO)nc2ccccc21)c1ccc(F)cc1
12. Cc1sc2nc(C3CC3)nc(N3CCN(C(=O)c4ccc(F)cc4)CC3)c2c1C
13. O=C(Nc1ccccc1[N+](=O)[O-])c1cccc(N2C(=O)CCC2=O)c1
14. CCS(=O)(=O)C1=NSC2=NC(=O)/C(=C\c3ccc(OS(=O)(=O)c4ccccc4)cc3)C(=N)N21
15. CC(C)Oc1ccc(S(=O)(=O)N2CCCCC2)cc1NC(=O)C1=COCCO1
16. Cc1ccc(S(=O)(=O)c2c(N)n(NC(=O)C3CC3)c3nc4ccccc4nc23)cc1

screen / no.,9,10,11,12,13,14,15,16
KLF5 inh,-6,-23,-9,-3,-37,2,/,-21
aSyn UTR inh,-11,-32,18,-14,-5,-34,6,-6
IEC-6 tox,2,0,-5,-8,0,-3,/,-3
TRPC4 agonist,i,i,i,i,i,i,i,i
TRPC6 inh,i,i,i,i,i,i,i,i
SKKanGAS inh,-4,-2,-4,11,0,10,-8,0
TRPC6 activator,i,i,i,i,i,i,i,i
MrgX1 antag,i,i,i,i,i,i,i,i
TRPC4 potent,i,i,i,i,i,i,i,i
HIF act,-1.0,0.3,-1.5,-0.1,0.1,0.1,-0.4,-0.5
TRPC4 block,i,i,i,i,i,i,i,i

Entries listed so far with four or more nitrogen atoms, in the order listed:
1. CCOC(=O)c1nnsc1-c1ccc(-c2snnc2C(=O)OCC)cc1
12. Cc1sc2nc(C3CC3)nc(N3CCN(C(=O)c4ccc(F)cc4)CC3)c2c1C
14. CCS(=O)(=O)C1=NSC2=NC(=O)/C(=C\c3ccc(OS(=O)(=O)c4ccccc4)cc3)C(=N)N21
16. Cc1ccc(S(=O)(=O)c2c(N)n(NC(=O)C3CC3)c3nc4ccccc4nc23)cc1

screen / no.,1,12,14,16
KLF5 inh,-8,-3,2,-21
aSyn UTR inh,2,-14,-34,-6
IEC-6 tox,-4,-8,-3,-3
TRPC4 agonist,i,i,i,i
TRPC6 inh,i,i,i,i
SKKanGAS inh,8,11,10,0
TRPC6 activator,i,i,i,i
MrgX1 antag,i,i,i,i
TRPC4 potent,i,i,i,i
HIF act,1.1,-0.1,0.1,-0.5
TRPC4 block,i,i,i,i

Continuation.
17. CCOC(=O)c1ccc(NC2c3ccccc3C(=O)N2c2ccccn2)cc1 (stereo not drawn)
18. COc1ccc(N2CCN(CCNC(=O)C3CCN(S(=O)(=O)c4cccs4)CC3)CC2)cc1
19. O=C(O)CCC(=O)Nc1cccc(C(=O)Nc2cccc(Cl)c2)c1
20. O=C(c1ccco1)N1CCN(C(=O)c2cc(-c3ccccn3)nc3ccc(Cl)cc23)CC1
21. CCCC(C)NC(=O)COc1ccc(S(=O)(=O)N2CCCC2)cc1 (stereo not drawn)
22. O=C(CSc1nnc2c(n1)[nH]c1ccccc12)NCc1ccccc1F
23. CC(Oc1ccc(Cl)cc1)C(=O)Nc1sccc1C(N)=O (stereo not drawn)
24. COc1ccc(N2CCOCC2)c(NC(=O)COc2cccc(C)c2C)c1

screen / no.,17,18,19,20,21,22,23,24
KLF5 inh,19,-33,-5,-4,-44,-32,-10,-33
aSyn UTR inh,38,-22,-10,18,0,24,-22,37
IEC-6 tox,-1,-5,-4,-3,-5,2,4,2
TRPC4 agonist,i,i,i,i,i,i,i,i
TRPC6 inh,i,i,i,i,i,i,i,i
SKKanGAS inh,-8,-6,-7,4,-1,24,9,8
TRPC6 activator,i,i,i,i,i,i,i,i
MrgX1 antag,i,i,i,i,i,i,i,i
TRPC4 potent,i,i,i,i,i,i,i,i
HIF act,0.0,0.0,-0.1,0.0,-1.0,-0.4,0.4,0.0
TRPC4 block,i,i,i,i,i,i,i,i

Brought forward from above: 3 compounds, then new ones.
22. O=C(CSc1nnc2c(n1)[nH]c1ccccc12)NCc1ccccc1F
23. CC(Oc1ccc(Cl)cc1)C(=O)Nc1sccc1C(N)=O (stereo not drawn)
24. COc1ccc(N2CCOCC2)c(NC(=O)COc2cccc(C)c2C)c1
25. CNC(=S)NC1CC2CCC(C1)N2Cc1ccccc1 (stereo not drawn)
26. CCCCCn1c(=O)[nH]c2cc(C(=O)NCCN(CC)CC)ccc2c1=O
27. Cc1n[nH]c(C)c1S(=O)(=O)N(CC(=O)NC1CCCC1)c1ccc(C(C)C)cc1
28. COc1cc2c(cc1OC)C(c1cccc(Cl)c1Cl)CC(=O)N2 (stereo not drawn)
29. Cc1ccc2cc(/C=N/Nc3nc4ccccc4[nH]3)c(Cl)nc2c1
30. Cc1c(NC(=O)COC(=O)C23CC4CC(CC(Br)(C4)C2)C3)c(=O)n(-c2ccccc2)n1C
31. Cc1ccc(NC(=O)C(C)Sc2nnc(-c3cccnc3)o2)cc1 (stereo not drawn)
32. CN1CC(=O)N(C)c2ncn(Cc3ccccc3)c2C1=O

screen / no.,22,23,24,25,26,27,28,29,30,31,32
KLF5 inh,-32,-10,-33,-7,-12,-36,-23,-14,-6,-18,-9
aSyn UTR inh,24,-22,37,-5,13,4,37,-111,-7,-4,3
IEC-6 tox,2,4,2,-4,0,2,-6,6,3,1,7
TRPC4 agonist,i,i,i,i,i,i,i,i,i,i,i
TRPC6 inh,i,i,i,i,i,i,i,i,i,i,i
SKKanGAS inh,24,9,8,16,-3,4,-5,-7,-8,13,-14
TRPC6 activator,i,i,i,i,i,i,i,i,i,i,i
MrgX1 antag,i,i,i,i,i,i,i,/,i,i,i
TRPC4 potent,i,i,i,i,14*,i,i,i,i,i,i
HIF act,-0.4,0.4,0.0,0.4,1.0,/,-0.3,1.4,-0.5,0.7,-0.1
TRPC4 block,i,i,i,i,i,i,i,i,i,i,i

33. Cc1c(C(=O)OCC(=O)Nc2c(C)n(C)n(-c3ccccc3)c2=O)cccc1[N+](=O)[O-]
34. Cc1cccc(OCCCC(=O)O)c1C
35. CCC1CCCCN1Cc1ccc(OC)c(OC)c1 (stereo not drawn)
36. CC(Oc1ccc(Br)cc1Br)C(=O)NC1CCCC1 (stereo not drawn)
37. Oc1cc2c(cc1O)C(c1ccccc1)CNCC2 (stereo not drawn)
38. Cc1ccc(C(=O)NC(NCc2ccccc2)C(Cl)(Cl)Cl)cc1 (stereo not drawn)
39. CC1(C)CC(=O)c2cnc(N3CCN(c4ccccc4)CC3)nc2C1
40. S=c1nccc(-c2ccc3c(c2)CCO3)[nH]1

screen / no.,33,34,35,36,37,38,39,40
KLF5 inh,-3,33,-22,-2,/,-6,-1,-18
aSyn UTR inh,-6,23,14,2,-12,9,-62,-25
IEC-6 tox,-8,-4,4,2,/,-5,2,-5
TRPC4 agonist,i,i,i,i,i,i,i,i
TRPC6 inh,i,i,i,i,i,i,i,i
SKKanGAS inh,2,-7,-2,1,-7,-4,0,-5
TRPC6 activator,i,i,i,i,i,i,i,i
MrgX1 antag,i,i,i,i,i,i,i,i
TRPC4 potent,i,i,i,i,i,i,i,i
HIF act,-0.2,0.2,-0.1,-0.6,0.1,0.3,1.1,0.3
TRPC4 block,i,i,i,i,i,i,i,i

41. O=C(Cn1cc2c(n1)CCCCC2)Nc1ccccc1Cl
42. CCN(CC)C(=O)Cn1cnc2sc(C(=O)N3CCN(Cc4ccc5c(c4)OCO5)CC3)c(C)c2c1=O
43. Cc1ccc(NCC(=O)Nc2cccc(F)c2)cc1S(=O)(=O)N1CCCCCC1
44. Cc1ccc2nsnc2c1NS(=O)(=O)c1c(C)ccc2nsnc12
45. O=[N+]([O-])c1cccc(S(=O)(=O)Nc2cccc(-c3ccc(N4CCCC4)nn3)c2)c1
46. Cc1cc(NC(=O)CSc2nnc(COc3ccccc3)n2Cc2ccco2)no1
47. C#CCn1ccc(O)c(Cc2c(F)cccc2Cl)c1=O
48. CCOC(=O)C1CCCN(C2CCN(Cc3nc(-c4ccccc4)no3)CC2)C1 (stereo not drawn)
49. O=C(CCC(=O)Nc1ccccc1Cl)NNC(=O)NC1CCCCC1
50. CC(=O)OCC(=O)[C@@]12OC(C)(C)O[C@@H]1C[C@H]1[C@@H]3C[C@H](F)C4=CC(=O)C=C[C@]4(C)[C@@]3(F)[C@@H](O)C[C@@]12C
51. O=C(Nc1cnccn1)c1ccncc1

screen / no.,41,42,43,44,45,46,47,48,49,50,51
KLF5 inh,-17,6,-17,-11,/,1,-5,-27,-18,-19,-5
aSyn UTR inh,-2,23,-11,1,0,4,-17,17,-20,6,15
IEC-6 tox,2,-2,-2,-4,/,0,-5,-3,-9,15,-3
TRPC4 agonist,i,i,i,i,i,i,i,i,i,i,i
TRPC6 inh,i,i,i,i,i,i,i,i,i,i,i
SKKanGAS inh,-13,8,25,2,10,0,1,9,-3,1,-9
TRPC6 activator,i,i,i,i,i,i,i,i,i,i,i
MrgX1 antag,i,i,i,i,/,i,i,i,i,i,i
TRPC4 potent,i,i,i,i,i,i,i,i,i,i,i
HIF act,-0.2,0.0,1.1,0.0,2.0,0.0,0.0,-0.1,-0.2,-0.5,0.2
TRPC4 block,i,i,i,i,i,i,/,i,i,i,i
